Screening results deposited in PubChem by Johns Hopkins Ion Channel Center.
CHT PAM: allosteric activators of human choline transporter CHT. CHT-expressing cells, membrane potential dye, choline EC20; hits give high values; LV-AA mutant CHT in HEK293 cells. B-score at 10 µM. 310,000 compounds, 0.49% hits;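 active = initial fluorescence not abnormally high and integrated response B-score, plate-corrected, over 3 SD above library mean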
Target sequence (Q9GZV3 whole entry, looked up): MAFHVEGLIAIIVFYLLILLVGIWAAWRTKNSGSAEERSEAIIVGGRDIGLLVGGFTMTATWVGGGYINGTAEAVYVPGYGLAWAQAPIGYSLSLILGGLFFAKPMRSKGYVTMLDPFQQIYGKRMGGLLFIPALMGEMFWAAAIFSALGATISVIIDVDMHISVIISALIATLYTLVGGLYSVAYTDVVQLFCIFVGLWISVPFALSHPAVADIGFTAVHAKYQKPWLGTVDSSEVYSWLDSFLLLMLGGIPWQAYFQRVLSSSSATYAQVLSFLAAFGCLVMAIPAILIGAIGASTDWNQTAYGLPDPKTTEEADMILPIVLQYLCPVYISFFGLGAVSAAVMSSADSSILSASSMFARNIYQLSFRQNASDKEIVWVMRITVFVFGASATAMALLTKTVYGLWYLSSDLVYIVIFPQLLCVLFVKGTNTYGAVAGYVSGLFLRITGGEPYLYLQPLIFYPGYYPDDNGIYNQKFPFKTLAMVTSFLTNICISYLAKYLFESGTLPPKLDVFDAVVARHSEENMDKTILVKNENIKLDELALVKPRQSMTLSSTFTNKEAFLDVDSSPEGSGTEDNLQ
CHT inh: human CHT choline transport inhibition; Q9GZV3; 310,000 compounds, 0.86% hits; B-score at 10 µM; AID 488975; CHT-expressing cells, membrane potential dye, choline response; hits give low values;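 active = B-score over 3 SD under the library average, and starting fluorescence ratio not unusually high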;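 note: choline stimulus applied at its EC90 after an EC20 pre-addition; B-score computed on integrated fluorescence ratio after choline addition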
* marks the source's active call; other numbers are inactive results; i = inactive.

SMILES	CHT PAM	CHT inh
CC1=NN(C(=O)CCCc2ccccc2)C(O)(C(F)(F)F)C1 (stereo not given)	i	i
O=C(Cn1ncc2c3ccccc3n(Cc3ccccc3)c2c1=O)NCCCN1CCOCC1	i	-8.1*
CC(Oc1ccc(Cl)cc1Cl)C(=O)Nn1cnnc1 (stereo not given)	i	i
COc1cccc(C(=O)Nc2ccc(NC(=O)C3CC=CCC3C(=O)O)cc2)c1 (stereo not given)	i	i
O=C(O)Cn1cc(C(=S)N2CCCCC2)c2ccccc21	i	i
Cc1cccc(N2CCN(C(=O)C3CCN(c4ncnc5c4nc4n5CCCCC4)CC3)CC2)c1C	i	i
O=C(CC1c2ccccc2Oc2ccccc21)N1CCN(c2ccccn2)CC1	i	i
CCN(CC)S(=O)(=O)c1ccc(/C=C/C(=O)O)cc1	i	i
O=C(c1ccc(C(F)(F)F)cc1)N1CCC(=O)N(C(COCc2ccc(Cl)cc2)Cc2ccccc2)CC1 (stereo not given)	i	i
CCCNC(=O)COc1coc(CN2CCN(c3ccc(F)cc3)CC2)cc1=O	i	i
Cc1ccccc1OCC(=O)NNC(=S)NC(=O)c1ccco1	i	i
C#CCOCCOCCOCCNc1nc(N2CCN(C(=O)CCCCCCCCCCNC(=O)[C@H](CCCCN)n3cc(CCO)nn3)CC2)nc(N2CCN(C(=O)CCCCCCCCCCNC(=O)[C@@H]([C@H](C)O)n3cc(C)nn3)CC2)n1	i	i
O=C(Nc1ccc2oc(-c3ccc4ccccc4c3)nc2c1)c1ccc2c(c1)OCCO2	i	i
CCCCNC(=O)CN(c1cccc(Br)c1)S(C)(=O)=O	i	i
NC(=O)C(=O)NCCCN1CCOCC1	i	i

15 of the compounds above, with values under each structure:
Every second line gives: CHT PAM	CHT inh
CC1=NN(C(=O)CCCc2ccccc2)C(O)(C(F)(F)F)C1 (stereo not given)
  i	i
O=C(Cn1ncc2c3ccccc3n(Cc3ccccc3)c2c1=O)NCCCN1CCOCC1
  i	-8.1*
CC(Oc1ccc(Cl)cc1Cl)C(=O)Nn1cnnc1 (stereo not given)
  i	i
COc1cccc(C(=O)Nc2ccc(NC(=O)C3CC=CCC3C(=O)O)cc2)c1 (stereo not given)
  i	i
O=C(O)Cn1cc(C(=S)N2CCCCC2)c2ccccc21
  i	i
Cc1cccc(N2CCN(C(=O)C3CCN(c4ncnc5c4nc4n5CCCCC4)CC3)CC2)c1C
  i	i
O=C(CC1c2ccccc2Oc2ccccc21)N1CCN(c2ccccn2)CC1
  i	i
CCN(CC)S(=O)(=O)c1ccc(/C=C/C(=O)O)cc1
  i	i
O=C(c1ccc(C(F)(F)F)cc1)N1CCC(=O)N(C(COCc2ccc(Cl)cc2)Cc2ccccc2)CC1 (stereo not given)
  i	i
CCCNC(=O)COc1coc(CN2CCN(c3ccc(F)cc3)CC2)cc1=O
  i	i
Cc1ccccc1OCC(=O)NNC(=S)NC(=O)c1ccco1
  i	i
C#CCOCCOCCOCCNc1nc(N2CCN(C(=O)CCCCCCCCCCNC(=O)[C@H](CCCCN)n3cc(CCO)nn3)CC2)nc(N2CCN(C(=O)CCCCCCCCCCNC(=O)[C@@H]([C@H](C)O)n3cc(C)nn3)CC2)n1
  i	i
O=C(Nc1ccc2oc(-c3ccc4ccccc4c3)nc2c1)c1ccc2c(c1)OCCO2
  i	i
CCCCNC(=O)CN(c1cccc(Br)c1)S(C)(=O)=O
  i	i
NC(=O)C(=O)NCCCN1CCOCC1
  i	i

Other results follow.
SMILES	CHT PAM	CHT inh
COc1c(C)cc(Br)cc1C(=O)Nc1cccc(NC(=O)c2ccco2)c1	i	i
O=C(NCCOc1ccccc1)C1Nc2ccc(OC(F)(F)F)cc2C2C=CCC12 (stereo not given)	i	i
Cc1ccc(N=C2NC(=O)/C(=C/c3cn(C)c4ccccc34)S2)cc1C	i	i
O=C1/C(=C\c2ccc(O)cc2)SC(=S)N1/N=C/c1ccc(O)cc1	i	i
Cc1cc(C(=O)N/N=C/c2cccc([N+](=O)[O-])c2)c(C)o1	i	i
CCc1ccc(CNc2ccc(O)cc2)cc1	i	i
COc1cc(/C=N/NC(=S)NC2CC3CCC2C3)ccc1O (stereo not given)	i	i
Nc1nnc(CC(=O)Nc2ccccc2)s1	i	i
CCc1cc2c(CN(C)Cc3ccccc3F)cc(=O)oc2cc1O	i	i
CC1=CCC2C(=O)N(c3ccc(C)cc3)C(=O)C2C1 (stereo not given)	i	i
CCOC(=O)c1c(NC(=O)CN2C(=O)NC3(CCC(C)CC3)C2=O)sc(C)c1-c1ccc(C)cc1 (stereo not given)	i	i
CCCCN(C(=O)c1cc(CC)c(C)s1)c1c(N)n(CC(C)C)c(=O)[nH]c1=O	i	i
CCN(CC)c1ccc(NC(=O)c2cnn(CC)c2)cc1	i	i
COc1ccc(C(=O)On2c(-c3ccc(Br)cc3)nc3ccccc3c2=O)cc1	i	i
CCCn1nnnc1NCc1ccccc1OCc1cccs1	i	i
Cc1nc(Cl)c2c(n1)N(CC(N)=O)C(=O)CO2	i	i
CCOC(=O)C(C)(C)N(Cc1ccccc1C)S(=O)(=O)c1ccc(Cl)c([N+](=O)[O-])c1	i	i
CNC[C@@H](CC1CCCCC1)NC[C@H](CC(C)C)NCCc1cccc(C(F)(F)F)c1	i	i
CCCCn1c(N)c(N(CC(C)C)C(=O)COC(=O)c2ccccc2NCCO)c(=O)[nH]c1=O	i	i
CCCCc1ccc(N2C(=NC(=O)C3CCCO3)SC3CS(=O)(=O)CC32)cc1 (stereo not given)	i	i
Cc1[nH]c(=O)[nH]c(=O)c1/C=N/NC(=O)CCCCCNC(=O)OC(C)(C)C	i	i
Cc1ccc(/C(N)=N/OC(=O)/C=C/c2ccccc2)cc1	i	i
COc1cccc2c1[C@@H]1CN(CCCCn3c(=O)[nH]c4c(sc5ncc(-c6ccccc6)nc54)c3=O)C[C@@H]1CO2	i	i
O=C(O)c1ccccc1N=Nc1ccc(O)cc1	i	i
O=C(C1=C[C@@H]2[C@H]3C(=O)N(c4ccc(Cl)cc4)C(=O)[C@H]3[C@@H](C(=O)c3ccc(Cl)cc3)N2C=C1)c1ccccc1	i	i
COc1ccc(-c2noc(-c3ccoc3C)n2)cc1OC	i	i
Cc1cc(C)c(S(=O)(=O)N/N=C/c2ccc([N+](=O)[O-])o2)c(C)c1	i	i
CC[n+]1c(/C=C/N(C)c2ccccc2)oc2ccccc21	i	i
O=C(CSc1ncnc2scc(-c3ccccc3)c12)N1CCN(Cc2ccc3c(c2)OCO3)CC1	i	i
Cn1c(CCNC(=O)c2ccco2)nc2cc(NS(=O)(=O)c3ccc(Cl)cc3)ccc21	i	i
O=C(COC(=O)c1c(Cl)cccc1Cl)NC1CCCCC1	i	i
CN1C(=O)c2cccc3c(S(=O)(=O)NCCc4ccccc4)ccc1c23	i	i
Nc1ccc(NC(=S)Nc2ccccc2)cc1	i	i
COc1ccc(NC(=O)CCCc2ccccc2)cc1OC	i	i
O=C(Nc1ccc(S(=O)(=O)N2CCCCCC2)cc1)c1[nH]ncc1[N+](=O)[O-]	i	i
CC1(C)c2[nH]c3ccccc3c2C[C@@H]2C(=O)N(Cc3ccccc3F)C(=O)N21	i	i
Cc1nn(-c2ccccc2)nc1C(=O)NNC(=O)c1ccc(C(F)(F)F)cc1	i	i
O=C(N/N=C\c1ccc(-c2ccccc2[N+](=O)[O-])o1)C1COc2ccccc2O1 (stereo not given)	i	i
COc1cc(C(=O)NCCC(C)C)ccc1OCc1ccc(Cl)cc1Cl	i	i
CS(=O)(=O)N(Cc1ccccc1)c1ccc(C(=O)NCCSc2ccccn2)cc1	i	i
O=C(Nc1cc(Cl)ccc1Cl)c1ccco1	i	i
Cc1nc2ncnn2c(C)c1CCC(=O)N1CCN(C(=O)c2ccco2)CC1	i	i
COCCN(Cc1cc2cc3c(cc2nc1Cl)OCO3)C(=O)Nc1ccc(F)cc1	i	i
COc1ccc(Cn2cccc(NC(=O)Nc3ccc(C#N)cc3)c2=O)cc1	i	i
CCn1c(CSc2ncccn2)nnc1SCC(=O)N1c2ccccc2CC1C (stereo not given)	i	i
CN1CCN(c2ccc(NC(=O)c3sc4ccccc4c3Cl)cc2)CC1	i	i
CNC(=O)CSc1nnc(-c2cc(C)cc(C)c2)o1	i	i
N#Cc1ccc(N2CCN(C(=O)c3cccc(F)c3)CC2)c(F)c1	i	i
O=C1c2cccc(Cl)c2C(=O)c2c1cccc2N1CCCC1	i	i
COc1cc(/C=C\C(=O)OCn2nnc3ccccc3c2=O)cc(OC)c1OC	i	i
CC(/C=C/c1ccc2c(c1)OCO2)=N\NC(=O)C(O)c1ccccc1 (stereo not given)	i	i
O=C1N(c2cccc3ccccc23)C(c2ccccc2)N2CCCN12 (stereo not given)	i	i
Cc1c(C(=O)OCC(=O)NCCN2C(=O)CSC2=O)oc2c1ccc1ccccc12	i	i
CCN(CC)S(=O)(=O)c1ccc(C2CNC(=O)C2)cc1 (stereo not given)	i	i
Cc1ccc(NC(=O)CSc2nc3ccccc3c(=O)n2CCCC(=O)NCCCN2CCOCC2)cc1	i	i
CCO/N=C(/C)c1c(O)c(C)c(-c2ccccc2)n(-c2ccccc2)c1=O	i	i
CC(=O)N/C(=C/c1ccccc1)C(=O)N1CCCCC1	i	i
COC(=O)c1ccc(-c2sc3nc(N4CCOCC4)c4c(c3c2N)CC(C)(C)OC4)o1	i	i
CCOC(=O)CSc1nnc(-c2ccoc2C)n1-c1ccc(C)cc1	i	i
Cc1onc(-c2ccccc2)c1C(=O)Nc1ccccc1NC(=O)c1c(-c2ccccc2)noc1C	i	i
(continued)
SMILES	CHT PAM	CHT inh
COc1ccc(C(C(=O)NC2CCCCC2)N(Cc2cccs2)C(=O)Cc2c[nH]c3ccccc23)cc1 (stereo not given)	i	i
O=C(O)C[C@H]1c2cc(F)ccc2S(=O)(=O)N1Cc1ccccc1	i	i
COc1ccc(CC(=O)N2CCc3ccccc3C2)cc1	i	i
COc1cc(C2c3c(-c4cc(C)cc(C)c4O)n[nH]c3C(=O)N2CCCO)cc(OC)c1OC (stereo not given)	i	i
CC(C)CCNC(=O)CCCCn1c(=O)[nH]c2ccsc2c1=O	i	i
O=C(CCCc1ccccc1)NCc1ccc(Cl)cc1	i	i
C=CCNc1nc(C)c(C(C)=O)cc1C#N	i	i
Cc1ccccc1Cn1c(=O)n(CC2CCC(C(=O)NCCc3ccccc3)CC2)c(=O)c2ccccc21 (stereo not given)	i	i
CCOC(=O)c1c(C)n(C)c2ccc(OCC(O)Cn3c(C)nc4ccccc43)cc12 (stereo not given)	i	i
CCC(Oc1cccc(Cl)c1)C(=O)N1CCCN(C)CC1 (stereo not given)	i	i
CCCN(CCC)CCNC(=O)CS(=O)Cc1nc(-c2ccc(C)cc2)oc1C (stereo not given)	i	i
CCOP(=O)(OCC)C(NCc1ccccc1)c1ccc(Br)cc1 (stereo not given)	i	i
O=C(c1cc(-c2ccc(F)cc2)on1)N1CCN(c2ccc(F)cc2)CC1	i	i
Cc1cc(NC(=O)c2noc3c2CCCC3)no1	i	i
CCNC(=O)c1cc2c(=O)n3cccc(C)c3nc2n(Cc2ccc(C)cc2)c1=N	i	i
Cc1ccc(SCCNC(=O)c2ccc([N+](=O)[O-])c(C)c2)cc1	i	i
O=[N+]([O-])c1ccc(CSc2ccccn2)cc1	i	i
O=C(NC1CCCCC1)C(c1ccccn1)N(C(=O)c1csnn1)c1ccccc1 (stereo not given)	i	i
O=C(CN1C2=NCCCN2c2ccccc21)c1ccc(Cl)cc1Cl	i	i
CCC(C)C(=O)Nc1cc(Cl)ccc1C(=O)O (stereo not given)	i	i
O=c1c2cc(NC(=S)N3CCCCC3)ccc2nc2n1CCCCC2	i	i
O=C(NC(Cc1ccccc1)C(=O)O)C1CCN(S(=O)(=O)c2ccccc2C(F)(F)F)CC1 (stereo not given)	i	i
CC(=O)Nc1ccc(-n2c(C)ccc2C)cc1	i	i
COc1ccccc1Nc1nc(NCCCN(C)C)nc(N)c1[N+](=O)[O-]	i	i
CC1CCCC(C)N1C(=O)CSc1nc2ncnc(N)c2[nH]1 (stereo not given)	i	i
CCCc1nnc(NC(=O)CCC(=O)NC2CCCc3ccccc32)s1 (stereo not given)	i	i
COc1ccc(Cc2nnc(NC(=O)Nc3cccc(OC)c3)s2)cc1	i	i
O=C(O)c1oc2ccccc2c1-n1cccc1	i	i
COc1ccc(S(=O)(=O)N2CCN(c3ncccn3)CC2)cc1[N+](=O)[O-]	i	i
COc1ccc(/C=C/C(=O)OCC(=O)c2ccc3c(c2)NC(=O)CO3)cc1	i	i
COc1ccccc1-n1c(=O)[nH]c2c(C(N)=O)nc(CC(C)C)nc21	i	i
Cc1oc(-c2cc(F)cc(F)c2)nc1CN1CCN(C(=O)c2ccco2)CC1	i	i
COc1ccc(CCC(=O)N(C)CC(=O)Nc2cc(C)ccc2C)cc1	i	i
COc1ccc(-c2[nH]c(-c3cccc(OC)c3)nc2SCC(=O)NC2CCCC2)cc1	i	i
CCN(Cc1ccncc1)C(=O)c1cc(COc2ccc(C)c(C)c2)on1	i	i
CCOc1cc(C(=O)Nc2ccccc2N2CCOCC2)ccc1OCC(=O)N1CCCCC1	i	i
O=C(Nc1sc2c(c1C(=O)O)CCC2)c1cccs1	i	i
CCOC(=O)COc1ccc2ccccc2c1/C=C/[N+](=O)[O-]	i	i
CCOC(=O)c1c(NC(=O)Cn2cc([N+](=O)[O-])cn2)sc2c1CCC2	i	i
CCOc1ccccc1CNC(=O)c1ccc(Sc2ccc(Cl)cc2)c(NC(C)=O)c1	i	i
CC(C)N(CCCNC(=O)Cn1c(=O)c2cccn2c2ccc(F)cc21)Cc1ccccc1	i	i
CCn1c(SCC(=O)NCCc2ccccc2)nc2c(c1=O)SC(C)C2 (stereo not given)	i	i
O=C(O)/C=C1\NC(=O)c2ccccc21	i	i
COc1ccc(Nc2nnc(-c3ccc(C(N)=O)cc3)c3ccccc23)cc1	i	i
C=CCn1c(SCc2ccccc2)nnc1-c1cccnc1	i	i
CCOC(=O)c1cc(-c2ccc(F)cc2)n(CC(=O)Nc2nccs2)c1C	i	i
Clc1ccc(CN2CCN(c3ncnc4scc(-c5cccs5)c34)CC2)cc1	i	i
CC1(C)CC(=O)C2=C(C1)Nc1ccccc1NC2c1ccc2c(c1)OCO2 (stereo not given)	i	i
CC(C)(C)n1nc2c(c1NC(=O)COc1ccc(F)cc1)CS(=O)(=O)C2	i	i
